14-3-3 PPI = alters human 14-3-3 gamma binding to Raf peptide; P61981; FP, 14-3-3gamma / TMR-pS259-Raf peptide binding; inhibition, % at 40 µM; 160,000 compounds, 0.19% hits; in the data active means inhibition above about 30%;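 further: 0% = protein plus tracer without compound and 100% = blank with tracer alone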
Target sequence (P61981 whole entry, looked up): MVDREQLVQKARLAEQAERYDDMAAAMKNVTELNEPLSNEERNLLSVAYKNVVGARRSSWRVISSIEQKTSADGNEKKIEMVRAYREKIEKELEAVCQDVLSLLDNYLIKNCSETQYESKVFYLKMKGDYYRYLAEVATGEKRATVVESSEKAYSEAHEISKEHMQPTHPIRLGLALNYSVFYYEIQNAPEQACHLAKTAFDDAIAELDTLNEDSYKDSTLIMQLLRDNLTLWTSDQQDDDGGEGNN
* hit, by the source's call; & = joins results of further samples.

SMILES	14-3-3 PPI
O=C1Nc2ccc([N+](=O)[O-])cc2C1=Nc1ccccc1I	-1.1
CCOC(=O)Cc1cc(-c2ccc(O)cc2)nc2ccc3ccccc3c12	-23.9
COc1cccc(OC)c1C(=O)N1CCN(C2CCCC(C)C2)CC1 (configuration not stated)	0.9
COc1ccc(OC)c(C2NC(=O)NC(C)=C2C(=O)Nc2ccccn2)c1 (configuration not stated)	1.5
CCOC(=O)c1cnc(SC2CC(=O)N(c3ccc(OC)c(OC)c3)C2=O)nc1N (configuration not stated)	-7.9
CN(C)c1nc(Oc2ccc(=O)n(C)n2)nc(N2CCOCC2)n1	-12.7
O=C1Nc2ccc(S(=O)(=O)N3CCCC3C(=O)O)c3cccc1c23 (configuration not stated)	-4.1
O=C(NCc1ccccn1)c1ccc(CSCc2cccc(Cl)c2)o1	22.2
CCC(Sc1nc(=O)cc(N)n1CCc1ccccc1)C(=O)Nc1cc(C)on1 (configuration not stated)	-3.1
COc1cc(NC(=O)C2CCCN2S(=O)(=O)c2ccc3c(c2)CCC(=O)N3)cc(OC)c1 (configuration not stated)	-4.9
CC(C)(C)C#CC(=O)C#CC(C)(C)C	-5.8
O=c1c2ccccc2ncn1Cc1ccccc1Cn1cnc2ccccc2c1=O	-5.0
CC(=O)Nc1ccc(Oc2cc(NC(=O)c3cc(-c4ccc(Cl)cc4)nc4ccccc34)cc([N+](=O)[O-])c2)cc1	0.1
CCOC(=O)C1CCN(c2ncnc3c2oc2ccccc23)CC1	-0.1
CCOC(=O)c1ccc(NC(=O)CSc2nnc(COc3ccccc3OC)n2C)cc1	0.5
CCC12CN3CC(CC)(CN(C1)C(=O)c1ccccc1C3=O)C2=O	1.9
CC1CCCCC1NC(=O)c1ccc2c(c1)NC(=O)CS2 (configuration not stated)	-12.7
COc1ccc(N2C(=O)CC(N3CCN(c4nc5ccccc5s4)CC3)C2=O)cc1 (configuration not stated)	-8.8
Cc1nnc(SCC(=O)NCc2ccccc2)s1	0.5
CC(C)c1ccc(NC(=O)C(c2ccccc2)N(C)C)cc1 (configuration not stated)	-10.0
Cc1ccc2oc(-c3cccc(NC(=O)Cc4ccc(Cl)cc4)c3)nc2c1	-13.3
O=C(Nc1nccs1)c1cc2cc(Br)ccc2oc1=Nc1ccc(Br)cc1	-8.5
Fc1cccc(-c2nnc3n2N=C(c2ccc(Br)cc2)CS3)c1	5.2
O=C(CC(Nc1ccc(F)cc1)C(=O)O)c1ccccc1 (configuration not stated)	-1.5
CCS(=O)(=O)n1nc(NCc2cccc(OC)c2)nc1NCc1cccc(OC)c1	11.0
CCN(Cc1ccccc1)C(=O)C1c2ccccc2Oc2ccccc21	-8.2
O=C(CSc1nc2ccccc2n1S(=O)(=O)c1cccc([N+](=O)[O-])c1)NCc1ccccc1	-12.5
COC(=O)C1=C(C)N=C2SCCC(=O)N2C1c1ccc(OC(=O)c2ccco2)cc1 (configuration not stated)	-24.3
CCCc1nnc(NC(=O)CN2C(=O)c3ccccc3S2(=O)=O)s1	-2.0
CC1=CC2=NC(=O)CC(C)(C(=O)N(CC(=O)NC(C)(C)C)C3CCCC3)N2C=C1 (configuration not stated)	-6.7
Cc1cccc(NC(=O)COc2ccc(Cl)cc2)n1	-5.8
Nc1nonc1C(=O)NCCNC(=O)c1ccc(Cl)cc1	12.7
CCSCCOC(=O)C1=C(C)NC2=C(C(=O)C(C(=O)OC)C(C)C2)C1c1ccc(Br)cc1 (configuration not stated)	-3.1
Cc1nc(NC(=O)CSc2nnnn2Cc2ccccc2)sc1C	-9.6
CCC1(C)OC(=O)N(CCO)C1(C)O (configuration not stated)	0.0
CCn1c(=N)n(CC(O)COc2ccc(OC)cc2)c2ccccc21 (configuration not stated)	8.3
Cc1cc(/C=N/n2cnnc2)c(C)n1-c1ccc(C(=O)O)cc1	-3.8
CC(NC(=O)CC(C(=O)N1CCc2ccccc21)n1ccnc1)C12CC3CC(CC(C3)C1)C2 (configuration not stated)	-15.9
CC(C(=O)Nc1ccc2c(c1)OCCO2)N1C(=O)c2ccccc2C1=O (configuration not stated)	0.2
O=C(CN1CCOCC1)N(c1ccccc1)c1ccc2ccccc2c1	-5.2
CCOc1ccc(NC(=O)CCSc2nnc(C)s2)cc1	14.4
CCn1c(=S)ccc2cc(C)ccc21	-3.5
O=C(Cc1ccc(-n2cnnn2)cc1)NC12CC3CC(CC(C3)C1)C2	-4.2
CCc1ccc(-n2nc3ccc(NC(=O)c4ccc(Br)cc4)cc3n2)cc1	1.7
Cc1nnc2sc(-c3cc4ccccc4o3)nn12	-1.7
Cc1c(C)n(C(=O)CSc2ncccn2)c2ccccc12	-0.3
Cc1cc(C)cc(-n2ccnc2SCC(=O)Nc2ccc(Cl)cc2)c1	-3.4
Cc1ccc(C(C)C)c(Oc2ccc([N+](=O)[O-])cc2)c1	-5.8
COC(=O)C1=C(C)NC2=C(C(=O)c3ccccc32)C1c1ccccc1Cl (configuration not stated)	-30.1
CCOC(=O)CSc1nnc(CNC(=O)c2ccc(OC)cc2)n1Cc1ccccc1	-0.6
CCn1c2ccccc2c2cc(/C=N/n3cnnc3)ccc21	-6.4
CCCC(=O)NCCCc1nc2ccccc2[nH]1	-7.4&1.7
CC1(C)Cc2c(sc3nc[nH]c(=O)c23)CO1	1.7
CCOc1cc(C2NC(=O)NC(C)=C2C(=O)OCc2ccccc2)ccc1O (configuration not stated)	-3.7&-0.3
NC(=O)C1CC(=O)N(c2ccc(OCc3ccc(F)cc3)cc2)C1 (configuration not stated)	-6.5
Cc1cccc(-n2ncc3c(Nc4ccc(Br)cc4)ncnc32)c1	-4.1
N#Cc1cc2ccc(N3CCOCC3)cc2cc1C#N	-3.2
CC(C)Sc1nnc(NC(=O)C2CC2)s1	-2.9
Cc1c(CN(C)C)c2c(n1C)C(=O)c1ccc(Br)cc1-2	0.8
CCC(C)Nc1nc(-c2ccc(Br)cc2)nc2ccccc12 (configuration not stated)	-6.9
The results go on:
SMILES	14-3-3 PPI
COc1ccccc1C1CC(=O)NC(C)=C1C(=O)OCC(C)C (configuration not stated)	-2.1
Cc1cccn2c(=O)c3cc(C(=O)N4CCc5ccccc5C4)n(C)c3nc12	2.3
CC1=C(C(=O)OCC(C)C)C(c2ccc(Br)s2)NC(=O)N1 (configuration not stated)	-22.1
O=C(CCn1[nH]c(=O)c2ccccc2c1=O)NCCO	1.4
CCOC(=O)Cc1csc(NC(=O)CSc2nnc(Cc3csc(N)n3)n2C)n1	3.1
COC(=O)c1ccc(NC(=O)CC2CCS(=O)(=O)C2)cc1 (configuration not stated)	-6.5
C=CCn1c(=O)c2c(nc(-c3ccc(S(=O)(=O)O)cc3)n2C)n(C)c1=O	-7.9
COc1ccc(C(=O)Nc2ccc3c(c2)OCCO3)cc1	-14.3
Cc1ccccc1NS(=O)(=O)c1ccc2[nH]cc(C(=O)N3CCc4ccccc43)c(=O)c2c1	-32.5
C=CCC1(C#N)C(=S)NC(c2ccccc2)=C(C(=O)OCC)C1c1cccnc1 (configuration not stated)	-2.8
CC1(C)C(C=C(Cl)Cl)C1C(=O)NCc1ccccc1 (configuration not stated)	-14.5
CC(C)=C1C2CCC1C1C(=O)N(c3nc(-c4ccc(Cl)cc4)c(C)s3)C(=O)C21 (configuration not stated)	11.8
CCN(CC)c1cc(C)c2cc(NC(=O)c3ccccn3)ccc2n1	-6.5
COC(=O)C1=C(N)OC2=C(C(=O)CCC2)C1c1cccc(F)c1 (configuration not stated)	-1.9
CCc1c(C)c2nncn2[nH]c1=O	-1.6
NC(=O)C1(N2CCCCC2)CCN(C(=O)Nc2ccccc2C(F)(F)F)CC1	2.4
CCOC(=O)C1CCCN(CC(=O)NC2=Nc3ccccc3N=C(C)C2c2ccccc2)C1 (configuration not stated)	-7.7
Cc1cc(Br)c2c(c1)C(O)(N1CCCCC1C)C(=O)N2 (configuration not stated)	-6.2
O=C(COc1ccccc1)Nc1cc(-c2nc3ncccc3o2)ccc1Cl	-8.9
CCn1c(SCC(=O)N2CCN(c3ccccc3)CC2)nnc1-c1ccoc1C	1.0
CC1CCN(Cc2c(O)ccc3cc(-c4nc5ccccc5n4C)c(=O)oc23)CC1	-9.9
O=C(CN1CCN(c2ccc(Cl)cc2)CC1)Nc1cccc(F)c1	-0.9
COC(=O)C1=CN(CC2CCCO2)C=C(C(=O)OC)C1c1cccc(Oc2ccccc2)c1 (configuration not stated)	-0.1
COc1ccc(-c2nnc(SCc3cc(C)cc(C)c3)o2)cc1	-4.0
Cc1ccccc1-n1c(SCc2ccc(C(F)(F)F)cc2)nc2[nH]ncc2c1=O	-2.8
O=C(COC(=O)c1ccc2c(c1)OCCO2)NCCC1=CCCCC1	-4.4
Cn1cc(CC(=O)NCCCN2CCCCCC2)c2ccccc21	-8.7
C=C(C)Cn1c(=O)c(NC(=O)c2ccccc2)c2n(c1=S)CCC2	-2.7
CC(=O)NCC(=O)O	-2.9
COC(=O)c1ccc(Cn2nnc3c(sc4nc(N5CCOCC5)c5c(c43)CCCC5)c2=O)o1	-5.8
CCCC(=O)N1CCc2cc(OC)c(OC)cc2C1COc1ccccc1OC (configuration not stated)	-6.0
CCc1ccccc1N1C(=O)C=CC1=O	-8.7
c1coc(C2Oc3ccccc3C3CC(c4cccs4)=NN32)c1 (configuration not stated)	-109.0
O=c1oc2ccc(Br)cc2cc1-c1nnc(Nc2ccccc2)s1	0.4
O=C(CN1C(=O)CSC1=O)NCc1ccccc1	-8.8
COc1ccc(S(=O)(=O)NCCC(=O)N2CCN(c3ccccc3)CC2)cc1	-3.5
CCOC(=O)c1cnn(-c2ncnc3sc(C)c(C)c23)c1N	-2.4
CCOC(=O)c1cnc(-n2cc(C)cn2)nc1NCc1ccc2c(c1)OCO2	-4.9
O=C(Nc1ccc(Cc2ccncc2)cc1)c1ccco1	-6.3
COC(=O)COc1cc2oc(=O)cc(C)c2cc1Cl	-2.8
C#CCN1C(=O)C(O)(CC(=O)c2ccc(F)cc2)c2cc(Br)ccc21 (configuration not stated)	-3.6
O=C(CCn1c(=S)oc2ccccc21)Nc1ccc(F)cc1	3.0
O=C(CSc1nnc(-c2cccs2)o1)OC1CCCCC1	-6.2
COCc1cc(=O)n2c(-c3ccc(C)cc3)n[nH]c2n1	1.6
CCn1c(N2CCC(Cc3ccccc3)CC2)nc2c1c(=O)[nH]c(=O)n2C	-4.8
O=C(CCS(=O)(=O)c1cc(Br)cc2c1N(C(=O)C1CC1)CC2)N1CCCCC1	-2.3
Cc1ccc2c(c1)nnn2C1CCN(S(=O)(=O)c2ccc(C(=O)N(C)C)cc2)CC1	-9.6
CCC(=O)N1CCc2cc(S(=O)(=O)Nc3ccc(OC)c(Cl)c3)ccc21	-8.4
Cc1ccc(OC(=O)C(F)(F)F)c2c1NCCC2	-6.8
CC(C)(C)NC(=O)CN1C(=O)CSc2ccc(S(=O)(=O)N3CCCCC3)cc21	-13.1
COC(=O)C1=CN(C(C)C)C=C(C(=O)OC)C1c1ccc(OC)cc1	-3.2
Cc1cccc(NC(=O)COc2ccc(Br)c(C)c2)c1	-4.6
CC(C)Oc1ccc(C(N)CC(=O)O)cc1 (configuration not stated)	2.0
NS(=O)(=O)c1ccc(CCn2c(SCC(=O)Nc3ccccc3Cl)nc3ccccc3c2=O)cc1	-4.0
Cc1ccc(S(=O)(=O)n2nc(C)c(Sc3ccccc3)c2C)cc1	-2.8
Cc1ccc(C)c(Cn2c(=O)n(CCC(=O)N3CCc4ccccc4C3)c(=O)c3ccccc32)c1	-11.4
CCOc1ccc(Cl)cc1S(=O)(=O)n1cnc2ccccc21	2.5
CCOc1ccccc1NC(=O)c1ccccc1NS(C)(=O)=O	-13.4
COc1ccc2c(c1)CN(c1ccc(Br)cc1)CO2	5.7
CC(=O)Oc1ccc(CCNC(=O)C2CCC(=O)N2)cc1OC(C)=O (configuration not stated)	6.4

Ordered by molar mass (lowest first): 15 of the compounds above.
SMILES	14-3-3 PPI
CC(C)Oc1ccc(C(N)CC(=O)O)cc1 (configuration not stated)	2.0
Cc1ccc(OC(=O)C(F)(F)F)c2c1NCCC2	-6.8
COCc1cc(=O)n2c(-c3ccc(C)cc3)n[nH]c2n1	1.6
COc1ccc2c(c1)CN(c1ccc(Br)cc1)CO2	5.7
O=C(CSc1nnc(-c2cccs2)o1)OC1CCCCC1	-6.2
CCOc1ccccc1NC(=O)c1ccccc1NS(C)(=O)=O	-13.4
COC(=O)C1=CN(C(C)C)C=C(C(=O)OC)C1c1ccc(OC)cc1	-3.2
CC(=O)Oc1ccc(CCNC(=O)C2CCC(=O)N2)cc1OC(C)=O (configuration not stated)	6.4
Cc1ccc(S(=O)(=O)n2nc(C)c(Sc3ccccc3)c2C)cc1	-2.8
CCn1c(N2CCC(Cc3ccccc3)CC2)nc2c1c(=O)[nH]c(=O)n2C	-4.8
CCC(=O)N1CCc2cc(S(=O)(=O)Nc3ccc(OC)c(Cl)c3)ccc21	-8.4
CC(C)(C)NC(=O)CN1C(=O)CSc2ccc(S(=O)(=O)N3CCCCC3)cc21	-13.1
Cc1ccc(C)c(Cn2c(=O)n(CCC(=O)N3CCc4ccccc4C3)c(=O)c3ccccc32)c1	-11.4
O=C(CCS(=O)(=O)c1cc(Br)cc2c1N(C(=O)C1CC1)CC2)N1CCCCC1	-2.3
NS(=O)(=O)c1ccc(CCn2c(SCC(=O)Nc3ccccc3Cl)nc3ccccc3c2=O)cc1	-4.0

(further entries)
SMILES	14-3-3 PPI
NC(=O)c1cc2c(ccc3ccccc32)oc1=Nc1ccc(Br)cc1	2.3
Cc1ccc(C(C)C)c(OCC(=O)Nc2ccc3oc(-c4ccncc4)nc3c2)c1	-120.0
CCOc1cc(C2C=C(c3ccc(C)cc3)Nc3ncnn32)ccc1OC(F)F (configuration not stated)	-0.7
CCCCOc1ccc(C(=O)N2N=C(C)CC2(O)C(F)F)cc1 (configuration not stated)	3.0
O=C(c1ccc(C(F)(F)F)cc1)N1CCCCC1	-7.0&-129.6
CC1CCN(C(=O)c2cc(-c3ccco3)on2)CC1	-2.7
Cc1nc2ccc(Cl)cc2nc(C)/c1=N\O	-1.1
O=C(CCS(=O)(=O)c1cccc2nonc12)NC1CCCC1	-4.6
C=CCN=C(C)C1=C(O)CCC1=O	-10.7
CCOc1ccc(NC(=O)C2c3ccccc3Oc3ccccc32)c([N+](=O)[O-])c1	-4.4
CCOc1ccc(NC(=O)CN2CCN(CC(N)=O)CC2)cc1	-5.6
Cc1ccc(C2=NN(CCC(=O)NCCCN3CCOCC3)C(=O)CC2)cc1	1.8
CC(O)Cn1c(=N)n(C)c2ccccc21 (configuration not stated)	-5.9

This is a subset. The share of hits here may be higher or lower than overall.
